# Source: PubChem (National Center for Advancing Translational Sciences (NCATS))
# PTHR1 agonist: PTHR1 (human) receptor agonism; Q03431; HEK293 GP2 PTHR1 cells, GloSensor cAMP luminescence, 1 h; Potency, µM (doses to about 115 µM), without a hit: at the highest dose activation, most hits filed as activators; hit rate 0.075% among 410,000; note: nearly all actives have a fitted effect of over 55% in size; some results filed as inactive show a strong effect at the top dose; inactives centre near -15; many of its hits are not listed in these tables
#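 HEK-293-derived GP2 cells expressing PTHR1 and a GloSensor cAMP reporter, 3,000/well, plated overnight, given luciferin plus IBMX (each 0.5 mM as added) for 1 h at 37 °C, then compound for 1 h at 37 °C. Luminescence was read after 15 min at room temperature.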
# EPAC1 agonist: activates human EPAC1 exchange factor. O95398. EPAC1 agonist qHTS, biochemical assay; response scale: 100% = response to 6.5 mM cAMP. Potency, µM (doses to about 154 µM), without a hit: top-dose activation, usual class: activators. hit rate 0.073% among 360,000; note: nearly all actives have a fitted effect of over 60% in size
# Target sequence (O95398 whole entry, looked up): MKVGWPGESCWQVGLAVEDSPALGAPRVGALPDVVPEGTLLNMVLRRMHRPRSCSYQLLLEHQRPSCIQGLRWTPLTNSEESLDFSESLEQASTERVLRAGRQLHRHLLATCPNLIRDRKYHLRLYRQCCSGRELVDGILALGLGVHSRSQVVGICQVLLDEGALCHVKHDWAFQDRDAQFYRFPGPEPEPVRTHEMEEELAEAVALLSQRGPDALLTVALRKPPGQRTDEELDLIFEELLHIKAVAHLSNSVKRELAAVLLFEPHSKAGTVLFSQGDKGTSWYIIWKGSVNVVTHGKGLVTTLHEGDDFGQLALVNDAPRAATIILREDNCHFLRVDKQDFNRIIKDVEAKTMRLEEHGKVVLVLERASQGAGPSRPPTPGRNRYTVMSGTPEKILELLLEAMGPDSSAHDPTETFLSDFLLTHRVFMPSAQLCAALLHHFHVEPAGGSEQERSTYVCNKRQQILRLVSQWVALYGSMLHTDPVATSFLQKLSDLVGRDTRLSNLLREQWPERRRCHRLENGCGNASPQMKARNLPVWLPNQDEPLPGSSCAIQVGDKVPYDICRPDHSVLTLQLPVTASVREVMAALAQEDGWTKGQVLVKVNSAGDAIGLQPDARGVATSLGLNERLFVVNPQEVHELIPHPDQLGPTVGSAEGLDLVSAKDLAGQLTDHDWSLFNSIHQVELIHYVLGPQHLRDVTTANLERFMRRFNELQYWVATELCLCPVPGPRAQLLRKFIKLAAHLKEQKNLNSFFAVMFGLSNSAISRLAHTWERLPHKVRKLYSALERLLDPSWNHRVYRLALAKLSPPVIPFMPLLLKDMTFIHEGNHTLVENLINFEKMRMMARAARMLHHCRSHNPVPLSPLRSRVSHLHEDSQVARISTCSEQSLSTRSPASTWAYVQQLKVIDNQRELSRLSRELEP
#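 Compounds were pinned as a concentration titration into mixtures of EPAC1 (100 nM), BODIPY-GDP-loaded Rap1B (250 nM) and GDP (50 uM). After 5 min at room temperature, fluorescence was followed for 30 min; activity was scaled to 6.5 mM cAMP.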
# FUS yeast rescue: suppressors of FUS proteinopathy in yeast | hit rate 0.24% among 390,000 | Potency, µM (highest dose often 76.6 µM), without a hit: top-dose growth rescue (activation), usual class: activators | S. cerevisiae FUS-expressing, growth rescue, OD600, 24 h;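 note: plate controls were DMSO vehicle for no effect and reference control for full effect; nearly all actives have a fitted effect of over 55% in size; some results filed as inactive show a strong effect at the top dose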
#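 Restored growth of FUS-toxic S. cerevisiae, read as 600 nm absorbance after 24 h at 30C in galactose medium (starting OD 0.005). Controls CP55940 and DMSO.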
# TDP43 rescue: TDP-43 toxicity inhibition in yeast. TDP-43 expressing yeast growth rescue, BacTiter-Glo, 24 h. Potency, µM (series often up to 46.1 µM), inactives show at the highest dose growth rescue (activation), most hits filed as activators. hit rate 1.8% among 410,000. AID 652104; note: % of control where 0% means no effect; nearly all actives have a fitted effect of over 50% in size
#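 Luminescence from BacTiter-Glo reports growth of TDP-43-expressing yeast after 24 hr at 30 deg C with compound. Cells were raffinose-pregrown to mid-log, then seeded in galactose medium at OD600=0.02.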
# aSyn yeast inh: rescues yeast growth from alpha-synuclein toxicity; Yeast expressing alpha-synuclein, growth rescue, BacTiter-Glo, 24 h; hit rate 0.14% among 370,000; Potency, µM (highest dose often 46.1 µM), inactives show at the highest dose growth rescue (activation), hits mostly activators; note: % of control where 0% means no effect; nearly all actives have a fitted effect of over 65% in size
#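 Readout is rescue of growth in alpha-synuclein-expressing yeast, so inhibitors of toxicity appear as activators. Growth after 24 hr at 30 deg C in galactose medium is quantified by luminescence.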
# EPAC2 antag: antagonists of human EPAC2; hit rate 0.18% among 360,000; AID 720708; EPAC2 GEF exchange of Rap1B-BODIPY-GDP, fluorescence; Potency, µM (doses to about 114 µM), for inactives: at the top dose activity, negative = inhibition, usual class: inhibitors; note: % is set by controls: 0 for no effect and ±100 for the full control effect; nearly all actives have a fitted effect of over 45% in size; many of its hits are not listed in these tables
# EPAC1 antag: blocks human EPAC1 exchange factor; EPAC1 GEF assay, Rap1b-BODIPY-GDP exchange fluorescence; hit rate 0.14% among 360,000; O95398; Potency, µM (highest dose often 115 µM), without a hit: at the highest dose activity change, negative = inhibition, actives largely listed as inhibitors;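 note: plate controls were vehicle for no effect and positive control for full effect; nearly all actives have a fitted effect of over 50% in size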
# EPAC2 agonist: EPAC2 (human) agonism | hit rate 0.079% among 360,000 | AID 720711 | Potency, µM (top dose mostly 154 µM), for the others: at the highest dose activation, usual class: activators | Q8WZA2 | EPAC2 activation, biochemical qHTS; response scale: 100% = 6.5 mM cAMP response; note: nearly all actives have a fitted effect of over 50% in size
#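 EPAC2 (100 nM) mixed with Rap1B loaded with BODIPY-GDP (250 nM) plus 50 uM unlabeled GDP; compounds pinned in, 5 min RT, then read every 5 min for 30 min (ex 480, em 540 nm). Normalized to cAMP control.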
# * hit, by the source's call; i = inactive; u = inconclusive; x = not tested or not shown; & = joins results of further samples; [ ] = another dose, or the depositor's remark. Calls come from the whole dose curve; as a rule, active = well fitted curve in the direction sought with a large enough effect; inconclusive = small, poorly fitted or top-dose-only effect, or another doubt; inactive = no such curve, though single readings can be large; an effect the other way counts as inactive or inconclusive. Potency is the fitted concentration of half-maximal effect. An excerpt; count on the stated rates, not on these rows.
SMILES,PTHR1 agonist,EPAC1 agonist,FUS yeast rescue,TDP43 rescue,aSyn yeast inh,EPAC2 antag,EPAC1 antag,EPAC2 agonist
CCOc1ccc(-c2nc(CSCC(=O)N3CCN(c4cccc(OC)c4)CC3)c(C)o2)cc1,-52.9%[inhibitor],3.7%,u,27.9%,1.4%,-1.6%,-15.0%,27.3%
Cc1c(C(=O)NCc2cccnc2)oc2c1C(=O)CC(C)(C)C2,15.6%[57.5 µM],-1.8%,21.2%,-18.7%,-3.7%,10.7%,7.2%,-1.8%
Cc1ccc(NC(=O)N2N=C(c3ccc(F)cc3)CC2c2ccc(F)cc2)cc1 (centres undefined),i,9.9%,x,-24.6%,0.2%,-9.0%,-22.1%,19.7%
O=C(OCc1ccc(F)cc1)c1ccc2c(c1)-c1ccccc1C2=O,-7.7%[57.5 µM],0.7%,-25.0%,11.7%,22.4%,3.9%[57.1 µM],15.4%,-1.2%
Cc1cccc(C(=O)OCC(=O)N2CCCCCC2)c1,-0.9%,10.8%,x,9.1%,2.5%,5.2%,12.7%,-4.0%
CCn1ncc(Cl)c1C(=O)NC(C)c1ccccc1 (centres undefined),i,8.3%,-2.7%,7.7%,-1.2%,-2.1%,-0.5%,9.1%
CC(=O)N=c1n(C)c2ccccc2n1CCOc1ccccc1,i,-4.1%,x,0.0%,5.1%,4.6%,2.4%,4.1%
Cc1ccc(NC(=O)Cn2nnc(C(=O)NCc3cccs3)c2N)cc1F,i,9.2%,13.3%,17.5%,1.2%,1.5%,26.2%,2.0%
Cc1ccc(C)c(NC(=S)N2CCCCCC2)c1,-14.3%,3.5%,-9.4%,u,-0.7%,3.7%,3.7%,10.5%
COC(=O)c1ccc(/C=C(\C#N)c2nc3ccccc3s2)cc1,-8.0%[57.5 µM],-4.0%,8.5%,-12.6%,-11.0%,5.6%,5.1%,10.0%
O=C(Nc1ccc(Br)cc1)c1cccc(N2C(=O)C3CCCCC3C2=O)c1 (centres undefined),-47.8%[inhibitor],-9.0%,x,4.2%,-0.3%,-2.1%,-11.0%,7.7%
COc1ccccc1CNC(=O)[C@@H]1CCCN1S(=O)(=O)c1ccccc1F,-4.9%,3.0%,10.9%,-8.3%,4.6%,-1.7%,-1.3%,11.9%
CC(=O)N1CCC(C(=O)Nc2nc(-c3ccccc3)ns2)CC1,-94.6%[inhibitor],-1.0%,12.7%,-9.0%,-5.9%,17.0%,8.9%,5.4%
CC(C)Sc1oc(-c2ccco2)nc1S(=O)(=O)c1ccccc1,-84.2%[inhibitor],19.4%,37.8%,1.2%,-17.8%,-12.4%,5.4%,20.4%
O=C(Nc1ccc(N2CCOCC2)c(Cl)c1)c1cccc(-n2cnnc2)c1,-19.8%,-8.5%,6.1%,5.8%,-0.2%,10.3%,-6.1%,-4.4%
CCN(CC(=O)NCc1ccc(F)cc1)CC(=O)Nc1ccc(S(=O)(=O)N2CCCC2)cc1,-10.5%,-3.4%,5.7%,-16.1%,0.6%,1.0%,0.4%,-2.0%
C=CCNS(=O)(=O)c1ccc(OCC(=O)OC)cc1,-23.2%[57.5 µM],-2.9%,-22.8%,-11.8%,-1.8%,-2.2%,0.8%,2.7%
CC(NC(=O)c1cc(COc2c(F)cccc2F)on1)c1cnn(-c2ccccc2)c1 (centres undefined),-46.2%[inhibitor],5.4%,9.1%,22.3%,7.2%,1.9%,-5.4%,2.1%
CC[N+](CC)(CC)C/C=C/CN1CCCCC1,i,6.0%,x,2.2%,-5.1%,-0.1%,-5.4%,-3.3%
Cc1onc(C(=O)Nc2cccc(C(F)(F)F)c2)c1[N+](=O)[O-],i,-1.3%,-4.5%,12.6µM*,-12.8%,6.2%,1.4%,3.8%
CC(C)C(NS(=O)(=O)c1ccccc1)C(=O)OCC(=O)NNC(=O)c1ccccc1 (centres undefined),i,9.7%,17.4%,10.7%,2.0%,-6.2%,-12.0%,1.5%
CC(C)Nc1nc(NC(C)C)nc(OCCOC(=O)Nc2ccccc2)n1,i,0.0%,19.1%,0.8%,-1.2%,-10.1%,-1.2%,2.1%
COc1ccccc1CNC(=O)c1nn(-c2ccc(C)cc2)c(=O)c2c1c1ccccc1n2C,-2.9%,-1.9%,2.4%&-4.5%,-10.7%&3.4%,7.8%,-2.3%,-11.7%,8.2%
Nc1nc(-c2ccco2)nn1C(=O)CCc1ccccc1,-0.5%[57.5 µM],8.8%,8.1%,21.4%,1.7%,1.5%,-14.2%,2.4%
O=C(CSc1nnc(-c2ccco2)n1Cc1ccccc1)c1ccc(F)cc1,-28.3%,4.8%,x,29.4%,7.8%,-1.9%,-18.5%,-0.8%

# Taken from the results shown (four entries):
SMILES,PTHR1 agonist,EPAC1 agonist,FUS yeast rescue,TDP43 rescue,aSyn yeast inh,EPAC2 antag,EPAC1 antag,EPAC2 agonist
CC(C)Nc1nc(NC(C)C)nc(OCCOC(=O)Nc2ccccc2)n1,i,0.0%,19.1%,0.8%,-1.2%,-10.1%,-1.2%,2.1%
COc1ccccc1CNC(=O)c1nn(-c2ccc(C)cc2)c(=O)c2c1c1ccccc1n2C,-2.9%,-1.9%,2.4%&-4.5%,-10.7%&3.4%,7.8%,-2.3%,-11.7%,8.2%
Nc1nc(-c2ccco2)nn1C(=O)CCc1ccccc1,-0.5%[57.5 µM],8.8%,8.1%,21.4%,1.7%,1.5%,-14.2%,2.4%
O=C(CSc1nnc(-c2ccco2)n1Cc1ccccc1)c1ccc(F)cc1,-28.3%,4.8%,x,29.4%,7.8%,-1.9%,-18.5%,-0.8%

# Later entries
SMILES,PTHR1 agonist,EPAC1 agonist,FUS yeast rescue,TDP43 rescue,aSyn yeast inh,EPAC2 antag,EPAC1 antag,EPAC2 agonist
CC1(C)OC(=O)C(=CNn2cnc3ccccc3c2=O)C(=O)O1,-24.1%,0.6%,3.5%,-25.9%,1.7%,8.1%,11.2%,3.1%
c1ccc(Cc2nnc3sc(C4COc5ccccc5O4)nn23)cc1 (centres undefined),-21.8%,10.5%,5.0%,10.5%,0.9%,4.5%,0.6%,3.6%
Cc1ccc(C)n1NC(=O)c1ccc(Cl)cc1Cl,-23.8%[57.5 µM],-21.5%,u,8.7%,0.7%,0.0%,-10.9%,-0.6%
Oc1[nH]c2c(Cl)cc(Cl)cc2c1N=NC(=S)NCC1CCCO1 (centres undefined),-19.9%,2.4%,7.2%,u,12.0%,0.8%,-21.3%,0.1%
COC(=O)Cc1ccc(NC(=S)NNC(=O)c2ccccc2Br)cc1,-1.9%,9.4%,-5.4%,3.9%,-7.1%,-1.4%,6.6%,8.2%
Cc1cc(C)c(OCC(=O)OC(C)C(=O)NC2CC2)c(C)c1 (centres undefined),-5.1%,9.7%,-3.9%,7.7%,4.5%,-5.9%,-10.1%,0.0%
c1ccc(C2[C@H]3CN(CC4CCCCC4)[C@H](c4ccccc4)C34CC2(c2cccnc2)C4)cc1 (some centres undefined),-13.0%,-5.8%,13.3%,5.7%,-12.7%,-1.8%,u,4.6%
COc1cccc(-c2cc(C(=O)Nc3nc4ccccc4s3)c3ccccc3n2)c1,i,5.4%,34.2%,-22.0%,1.7%,6.0%,30.2%[activator],7.0%
COc1cc(/C=C2/C(=N)N3OC(C)=CC3=NC2=O)ccc1OC(=O)c1ccco1,-2.8%,10.2%,35.8%,7.5%,-6.3%,1.6%,-15.2%,5.9%
Cc1ccccc1-n1c(C)nnc1SC(C)C(=O)NCC1CCCO1 (centres undefined),6.6%,-0.5%,-25.5%,13.2%,u,4.4%,-4.8%,-0.4%
CCc1cccc(C)c1NC(=S)NCc1cccn1C,i,-5.1%,x,10.1%,0.7%,8.7%,7.2%,-4.1%
CN1CCN(C(=O)c2cccc(-c3cnc4cnc(-c5ccccc5Oc5ccccc5)cn34)c2)CC1,-41.9%[inhibitor],6.7%,22.2%,3.9%,1.8%,-23.5%,-8.4%,3.9%
CC(C)Cc1nnc(NC(=O)C2CCCC2)s1,1.5%,-11.9%,-3.1%,-12.8%,14.1%,-13.7%,-23.9%,-9.1%
N#Cc1c(-c2ccco2)cc(C2CC2)nc1SCC(=O)c1ccccc1,-10.8%[57.5 µM],0.8%,-3.2%,-12.8%,5.2%,2.7%,5.6%,4.9%
Nc1ccc(S(=O)(=O)Nc2nccc(/C=C/c3ccc(Cl)cc3)n2)cc1,i,-12.8%,6.5%,-9.1%,-8.0%,-2.2%,7.7%,-3.5%
Cc1c(C(=O)N/N=C/c2cccnc2)sc(N)c1C#N,i,1.3%,17.3%,0.8%,0.0%,1.7%,-1.4%,4.8%
COc1ccc(Oc2c(C)nc(SCC(=O)c3ccc(Cl)cc3)[nH]c2=O)cc1,i,-9.2%,-3.5%,-24.9%,11.1%,4.3%,-8.3%,-9.7%
COc1ccc(C(=O)O/N=C(\N)c2ccc(OC)c(OC)c2)c(OC)c1,i,-9.6%,-4.2%,u,2.2%,6.2%,4.2%,9.8%
CCOc1ccc(NC(=O)CN(C)C(=O)c2ccccc2SCC(=O)N2CCCC2)cc1OCC,-2.8%,-8.6%,5.0%,-11.5%,-6.6%,-4.3%,-25.2%,9.3%
Cc1nc(C)c(-c2csc(Nc3ccc(Cl)cn3)n2)s1,-5.6%,17.5%,6.0%,12.6µM*,-27.4%,-3.6%,-1.9%,6.9%
CCC1CN(C(=O)N2CCC(C(=O)NCCc3ccc(OC)c(OC)c3)CC2)c2ccccc2O1 (centres undefined),-12.0%&-21.2%,-8.0%,24.4%&21.6%,0.0%&-0.3%,-4.3%,9.8%,10.6%,-5.4%
COc1cc(OC)nc(Nc2nc(C(N)COCc3ccccc3)cs2)n1 (centres undefined),i,0.2%,-5.7%,22.3%,-4.6%,9.0%,-6.0%,9.6%
COc1ccc(NC(=O)N(C)C[C@H]2Oc3c(NS(=O)(=O)c4ccc(OC)cc4)cccc3C(=O)N([C@H](C)CO)C[C@@H]2C)cc1,-24.4%,2.4%,u,4.9%,-0.4%,-21.2%,-1.5%,5.0%
Cc1c(C)c2c(C)nn(-c3ccccc3)c2[nH]c1=O,-13.9%[57.5 µM],-7.8%,14.0%,u,3.6%,7.7%,-7.6%,-1.6%
CC(C)C(NC(=O)c1ccc(Cl)cc1Cl)C(=O)NCCc1ccccn1 (centres undefined),i,3.0%,-2.8%,-9.2%,-2.5%,-2.0%,2.2%,-11.9%
O=C(COc1coc(CN2CCN(c3ccccc3)CC2)cc1=O)N1CCc2ccccc21,-11.5%,3.6%,32.7%,-13.3%,-0.2%,-6.5%,-28.3%,9.0%
CCc1nn(C)c2c(=O)c(=O)c2n(C)[nH]1,i,-3.7%,-21.4%,3.8%,-2.6%,8.8%,-7.2%,-1.4%
CCOc1cc(S(=O)(=O)N2CCOCC2)ccc1F,i,-6.8%,3.4%,4.7%,-3.2%,1.4%,-14.9%,3.0%
